MCF10A rerep: A quantitative high throughput screen for small molecules that induce DNA re-replication in MCF 10a normal breast cells; MCF 10A DNA re-replication, Hoechst nuclear intensity, 48 h; Potency, µM (top dose mostly 46.1 µM), inactives show at the top dose activity, positive = re-replication, hits mostly activators; 350,000 tested, 2.9% active; AID 624296, 2012; note: potency is the fitted concentration of half-maximal effect; % of control where 0% means no effect; nearly all actives have a fitted effect of over 50% in size
IL1B secr inh: qHTS for Inhibitors of Inflammasome Signaling: IL-1-beta AlphaLISA Primary Screen. THP-1 LPS/ATP IL-1B secretion, AlphaLISA, 16 h; active compounds read low. activity change, % at 57.5 µM. 360,000 tested, 4.7% active. AID 743279, 2014; in the data active = activity change below about -50%; inconclusive = mostly about -30% to -49%; note: % is set by controls: 0 for no effect and ±100 for the full control effect
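THP-1 cells pretreated 1 hr with compounds (up to 57.5 uM final), then stimulated with LPS (250 ng/mL final) plus ATP (1.25 mM final); secreted IL-1B measured by AlphaLISA after 16 hr, decreased signal indicating inhibition.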
KB-3-1 tox: qHTS assay for MDR1-selective chemotherapeutics: Primary screen using the parental adenocarcinoma cell KB-3-1 | KB-3-1 viability, CellTiter-Glo ATP luminescence, 72 h | Potency, µM (series often up to 46.1 µM), for inactives: at the top dose activity change, negative = cytotoxic, hits mostly cytotoxic | 400,000 tested, 1.4% active; note: potency is the fitted concentration of half-maximal effect; % is set by controls: 0 for no effect and ±100 for the full control effect; nearly all actives have a fitted effect of over 60% in size
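KB-3-1 cells, DMEM (no phenol red) + 10% FBS; compound by pin transfer, 72 h, 37 °C. Readout: CellTiter-Glo luminescence after 10 min. Data normalized, curve-fitted.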
S2 tox: Viability Counterscreen for Primary qHTS for Inhibitors of ATXN expression | 400,000 tested, 0.49% active | S2 cells (HEK-293 line with an ATXN2-luciferase reporter) viability, CellTiter-Fluor protease fluorescence, 24 h | Potency, µM (doses to about 56.7 µM), usual class: cytotoxic | AID 651635, 2014; note: potency is the fitted concentration of half-maximal effect; nearly all actives have a fitted effect of over 40% in size
ATXN2 expr inh: Primary qHTS for Inhibitors of ATXN expression. HEK-293 ATXN2-luciferase reporter, luminescence, 24 h. Potency, µM (doses to about 57 µM), for inactives: at the top dose activity change, negative = inhibition, usual class: inhibitors. 360,000 tested, 0.72% active; note: potency is the fitted concentration of half-maximal effect; % is set by controls: 0 for no effect and ±100 for the full control effect; nearly all actives have a fitted effect of over 55% in size
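ATXN2-luciferase reporter cells (luciferase flanked by upstream and downstream ATXN2 gene portions) were treated 24 h at 37 °C with compounds at up to 57 uM. SteadyGlo luminescence gave expression; GF-AFC fluorescence gave viability.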
HepG2 tox: qHTS for Inhibitors of TGF-b: Cytotox Counterscreen. HepG2 CAGA-GFP viability, ATP luminescence, 18 h. Potency, µM (highest dose often 46.1 µM), for the others: at the highest dose activity change, negative = cytotoxicity, usual class: cytotoxic. 410,000 tested, 0.76% active. AID 588856, 2011; note: potency is the fitted concentration of half-maximal effect; some results filed as inactive show a strong effect at the top dose
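HepG2 CAGA-GFP cells (1000/well, DMEM with 1% FBS) received compound, then TGF-beta at 500 pg/mL final, and were incubated 18 hours at 37 degrees C. Viability was read by CellTiter-Glo luminescence. Media-only wells were set as complete cell-killing and DMSO as no toxicity.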
HT1080 IDH1KD tx: qHTS for induction of synthetic lethality in tumor cells producing 2HG: qHTS for the HT-1080-IDH1KD cell line; HT-1080 IDH1 knockdown viability, ATP luminescence, 48 h; Potency, µM (doses to about 46.1 µM), inactives show at the highest dose activity, negative = toxicity, hits mostly cytotoxic; 360,000 tested, 2% active; AID 686971, 2013;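 note: potency is the fitted concentration of half-maximal effect; 0% = DMSO wells and -100% = cell-free medium wells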
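After a 2 h attachment period, IDH1KD HT-1080 cells took pin-transferred compound for 48 h at 37 °C; ATP-based luminescence after 10 min room-temperature reagent incubation reported viability.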
SW480 rereplic: A quantitative high throughput screen for small molecules that induce DNA re-replication in SW480 colon adenocarcinoma cells | 340,000 tested, 1.8% active | SW480 DNA re-replication, Hoechst DNA content imaging, 48 h | AID 624297, 2012 | Potency, µM (top dose mostly 46.1 µM), for inactives: at the highest dose re-replication activation, actives largely listed as activators; note: potency is the fitted concentration of half-maximal effect; % of control where 0% means no effect; nearly all actives have a fitted effect of over 55% in size
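Readout is total intensity of Hoechst-stained nuclei, excited at 405 nm and collected at 500-530 nm. Compound treatment lasted 48 hr at 37 C in 5% CO2 before staining.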
HT1080-NT tox: qHTS for induction of synthetic lethality in tumor cells producing 2HG: qHTS for the HT-1080-NT fibrosarcoma cell line; HT-1080-NT fibrosarcoma viability, CellTiter-Glo ATP luminescence, 48 h; Potency, µM (series often up to 46.1 µM), inactives show at the top dose activity, negative = less viability, most hits filed as cytotoxic; 360,000 tested, 1.6% active;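 note: NT is the 2HG producing partner of a matched IDH1 knockdown line; potency is the fitted concentration of half-maximal effect; 0% = DMSO-treated cells and -100% = media-only wells without cells; nearly all actives have a fitted effect of over 55% in size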
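750 cells/well, RPMI + 5% FBS; 2 h settle, compound pin-transfer, 48 h at 37 degrees C. CellTiter-Glo 10 min RT, luminescence. Normalized to DMSO and media-only wells.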
Active calls of the source: *; i = inactive; ? = inconclusive; . = not tested or not shown; [ ] = dose if it differs, or a comment. Unless noted, calls come from the whole dose curve; as a rule, active = well fitted curve in the direction sought with a large enough effect; inconclusive = small, poorly fitted or top-dose-only effect, or another doubt; inactive = no such curve, though single readings can be large; an effect the other way counts as inactive or inconclusive.

SMILES	MCF10A rerep	IL1B secr inh	KB-3-1 tox	S2 tox	ATXN2 expr inh	HepG2 tox	HT1080 IDH1KD tx	SW480 rereplic	HT1080-NT tox
Cc1cccc2cc(C3CC(c4ccco4)=NN3S(=O)(=O)c3ccccc3)c(Cl)nc12 (stereo unspecified)	?	-6.5	?	i	8.3%	2.3%	4.5%	5.2%	4.9%
O=C(NC(Cc1ccccc1)C(=O)O)c1ccccc1 (stereo unspecified)	0.1%	16.5	19.3%	i	3.9%	10.3%	15.7%	1.8%	14.1%
COc1cccc(C2Nc3c(F)cc(Br)cc3C3C=CCC32)c1OC (stereo unspecified)	?	-5.8	-24.3%	i	-1.2%	12.6%	8.3%	3.4%	1.8%
Nc1nc(-c2ccc3c(c2)CCO3)cs1	-1.9%	-25.6	0.0%	i	.	0.2%	-0.1%	-5.3%	3.7%
COC(=O)CSc1nnc(-c2ccccc2OC)o1	6.2%	17.2	-1.1%	i	-12.1%	-17.3%	-8.0%	-14.1%	7.4%
COC(=O)Cn1c(C(=O)N2CCCC2)cc2c1C[C@H]1CN(C(=O)c3ccccc3)[C@@](Cc3ccc(F)cc3)(C(=O)OC)[C@@H]21	28.1%	3.8	0.7%	i	-0.6%	-55.8%	4.0%	13.0%	-3.7%
O=C(CCc1n[nH]c(=O)[nH]c1=O)N/N=C/c1ccco1	5.1%	5.9	12.9%	i	4.2%	-9.9%	21.2%	-15.0%	12.4%
Cc1cccc(NC(=O)Nc2cccnc2)c1C	-0.6%	12.8	4.7%	i	1.0%	1.6%	10.9%	-4.6%	13.8%
COc1cc(/C=N/NC(=O)C(N)=O)ccc1OC(=O)c1cccs1	21.1%	29.1	-18.6%	i	10.9%	-10.1%	-3.0%	-19.6%	2.8%
COCCn1c(N)c(C(=O)Nc2sc3c(c2C(=O)OC)CCCC3)c2nc3ccccc3nc21	0.8%	-0.4	-15.8%	i	4.6%	0.8%	9.7%	1.4%	15.4%
Cc1ccc(C)c(C(=O)N2CCC(c3nc4c(nnn4Cc4ccccc4)c(=O)[nH]3)CC2)c1	.	.	-34.9%	i	15.7%	-9.0%	.	.	.
Cc1cc(C)n(CC(=O)O)c(=O)c1[N+](=O)[O-]	-0.2%	-5.2	-9.2%	i	5.3%	-2.0%	-3.3%	0.9%	-1.5%
CC(C)C(NC(=O)c1ccc2c(c1)OCO2)C(=O)N/N=C/c1cccs1 (stereo unspecified)	12.4%	-2.8	9.1%	i	1.2%	6.0%	17.5%	-1.6%	11.8%
c1ccc2cc(CCO[C@H]3CCCCO3)ncc2c1	3.4%	10.4	-0.6%	i	?	-0.7%	-2.0%	-8.7%	-0.7%
Cc1ccnc(NS(=O)(=O)c2ccc(NC(=O)C(C)(C)Oc3ccc(Cl)cc3)cc2)n1	.	.	14.6%	i	5.8%	-2.9%	.	.	.
COc1ccc(C)cc1NC(=O)Nc1ccc(Br)cn1	1.1%	35.9	6.0%	.	.	3.3%	-6.0%	-22.3%	1.3%
COC(=O)C1=C(C)NC(C)=C(C(=O)OC)C1c1ccc(-c2cc(Cl)ccc2Cl)o1	?	-68.0*	0.7%	?	-15.5%	-2.8%	?	-5.2%	5.7%
CC(=O)c1cccc(NC(=O)c2nc(-c3ccccc3)n(-c3ccccc3C)n2)c1	.	.	1.1%	i	-0.7%	-15.6%	.	.	.
CN1CCN(c2nc(-c3cccnc3)nc3ccccc23)CC1	26.5%	?	6.2%	i	-14.9%	-31.3%	?	?	?
COc1ccc(CC(=O)NCc2nnc(SCC(=O)Nc3nccs3)n2-c2ccccc2)cc1	18.6%	-17.9	6.4%	i	-9.9%	-15.9%	0.8%	-1.0%	5.6%
Cc1[nH]c2ccccc2c1C(=O)C(=O)NCCCc1ccccc1	2.9%	-0.4	4.8%	?	.	-72.6%	10.3%	-12.6%	15.0%
NS(=O)(=O)c1ccc(CCNC(=O)CNC(=O)C2CCCCC2)cc1	1.0%	0.0	-7.8%	i	2.8%	0.5%	2.5%[9.24 µM]	1.5%	8.2%
CCCc1cc2c(=O)c(-c3ccccn3)c(C)oc2cc1O	3.2%	52.4	-3.0%	i	24.6%	-28.2%	22.5%	-5.1%	-1.4%
O=c1cc(CCl)nc2sc3ccccc3n12	?	-59.3*	?	?	28.0%[11.3 µM]	15.8µM*	?	?	16.4µM*
CSCC[C@H](NC(=O)OC(C)(C)C)c1nnc(SCC(N)=O)o1	-1.1%	7.1	7.0%	i	7.3%	-14.5%	9.9%	-2.3%[9.22 µM]	16.8%

Reprinted from the part before: 3 entries, then new ones.
SMILES	MCF10A rerep	IL1B secr inh	KB-3-1 tox	S2 tox	ATXN2 expr inh	HepG2 tox	HT1080 IDH1KD tx	SW480 rereplic	HT1080-NT tox
CCCc1cc2c(=O)c(-c3ccccn3)c(C)oc2cc1O	3.2%	52.4	-3.0%	i	24.6%	-28.2%	22.5%	-5.1%	-1.4%
O=c1cc(CCl)nc2sc3ccccc3n12	?	-59.3*	?	?	28.0%[11.3 µM]	15.8µM*	?	?	16.4µM*
CSCC[C@H](NC(=O)OC(C)(C)C)c1nnc(SCC(N)=O)o1	-1.1%	7.1	7.0%	i	7.3%	-14.5%	9.9%	-2.3%[9.22 µM]	16.8%
O=C(CCC(=O)N(CC(=O)NC1CCCCC1)Cc1cccs1)Nc1ccccn1	-8.4%	17.8	-1.1%	i	2.6%	-2.6%	-0.5%	-0.6%	6.4%
Cc1ccc(N(C)S(=O)(=O)c2csc(C(N)=O)c2)cc1C	?	0.0	1.9%	i	5.6%	-14.1%	0.1%	-19.3%	0.4%
O=C(CSc1cc(Cl)ccc1Cl)NCCN1C(=O)CSC1=O	1.9%	-4.4	-1.5%	i	-10.8%	3.5%	7.1%	-5.6%	1.9%
CCN(CC)c1ccc(N=Cc2ccc(N(CC)CC)cc2O)cc1	-11.4%	29.0	?	?	?	-63.1%	1.0%	?	-1.8%
Cc1cccc(OCC(O)Cn2c(=N)n(CCN3CCOCC3)c3ccccc32)c1 (stereo unspecified)	1.4%	?	1.2%	i	-27.3%	-31.8%	0.4%	1.5%	-8.9%
O=C(NCC(c1ccc(F)cc1)N1CCOCC1)c1ccccc1F (stereo unspecified)	-1.3%	6.6	19.6%	i	3.8%	0.8%	19.8%	-6.7%	25.5%
Cn1c(CNC(=O)CNC(=O)c2ccc(C(C)(C)C)cc2)cc(=O)n(C)c1=O	-0.2%	41.4	17.2%	i	8.1%	6.5%	1.0%	?	3.7%
Cc1cc(C)nc(N2CCC(C(=O)Nc3cccc(C(F)(F)F)c3)CC2)n1	21.6%	1.6	-1.9%	i	-17.3%	-35.0%	-18.1%	1.2%	-2.9%
CC1CCN(C(=O)COC(=O)c2cc(Cl)cc(Cl)c2N)CC1	27.4%	6.6	1.1%	i	15.1%	2.5%	-4.5%	3.0%	1.6%
Cc1ccc(C)c(OCCC(=O)OCC(=O)NNC(=O)c2ccccc2)c1	?	1.8	-4.7%	i	28.5%	0.2%	0.5%	-18.9%	-2.3%
COc1cccc(C(=O)OCC(=O)NCCCc2ccccc2)c1	-3.5%	6.3	23.5%	i	-19.1%	4.5%	-0.4%	-0.7%	3.2%
CCCCOc1ccc(/C(O)=C2/C(=O)C(=O)N(CCCOC)C2c2ccncc2)cc1C (stereo unspecified)	4.3%	19.3	2.5%	i	-5.8%	-8.8%	15.5%	4.0%	4.0%
CCOc1cc(S(=O)(=O)N2CCN(Cc3ccccc3)CC2)ccc1Br	?	0.0	2.4%	i	-30.9%	25.4%	-5.2%	?	-11.9%
Cc1ccc(C)c(Cn2c3ccccc3c3cnn(CC(=O)NCCCc4ccccc4)c(=O)c32)c1	.	.	-0.8%	i	12.5%	-3.8%	.	.	.
Cc1ccc(Cl)cc1N1CCN(S(=O)(=O)c2cccc(S(=O)(=O)N3CCCC3)c2)CC1	9.6%	4.9	-7.9%	i	-19.1%	-6.4%	0.0%	-2.4%	-7.2%
CCN(CC)c1nc2c(c(=O)[nH]c(=O)n2C)n1Cc1ccccc1Cl	-0.5%	18.0	8.9%	i	.	0.8%	2.5%	-17.7%	6.6%
CCCCCCCCCCCCCCCC(=O)OC/C=C(C)/C=C/C=C(C)/C=C/C1=C(C)CCCC1(C)C	-0.4%	-8.5	-15.3%	i	-4.9%	-9.4%	5.5%	-0.3%	-21.4%
COc1ccc(NC(=S)NC(=O)c2ccc3c(c2)OCCO3)cc1	2.0%	-14.7	-12.7%	i	10.4%	-16.6%	-3.4%	-7.0%	-3.9%
CCOC(=O)c1ccc2nc(NC(=O)C(C)C)sc2c1	-1.3%	0.0	-3.5%	i	46.5%[activator]	-28.1%	1.7%	1.3%	-0.8%
CC(=O)NC1C(=O)N=C(SCC(=O)Nc2sc3c(c2C#N)CCCCCC3)NC1=O (stereo unspecified)	2.1%	-3.8	1.3%	i	.	10.8%	-6.9%	-36.6%[inhibitor]	-11.1%
C=CCn1c(=O)c2c3c(sc2n2c(Nc4ccc(OC)cc4)nnc12)CCCC3	13.4%	-70.9*	?	i	-1.2%	4.3%	8.0%	-2.1%	2.1%
O=C(CCN1CCN(c2ccccc2F)CC1)Nc1ccc(F)cc1	13.2%	5.5	-1.0%	i	.	2.6%	-0.4%	-1.8%	5.1%
O=C(NC1c2ccccc2-c2ccccc21)N1CCCCC1	14.3%	-9.8	?	i	-21.2%	-28.5%	7.7%	9.2%	0.1%
CCC(=O)N1CCc2cc(S(=O)(=O)NC(Cc3ccccc3)C(=O)NCc3cccc(OC)c3)ccc21 (stereo unspecified)	.	.	12.9%	i	1.6%	-34.7%	.	.	.
